KDM5B inh = KDM5B demethylase inhibition. Potency, µM (top dose mostly 57.7 µM), without a hit: at the top dose activity change, negative = inhibition, most hits filed as inhibitors. hit rate 2.6% among 220,000. AID 1347165. Q9UGL1. KDM5B demethylase, FDH-coupled NADH fluorescence (FDH is formaldehyde dehydrogenase); active = well fitted inhibition curve with a large enough effect; inconclusive = small, poorly fitted or top-dose-only effect; inactive = no such curve, though single readings can be large or run the other way; note: 0% is about no effect; nearly all actives have a fitted effect of over 70% in size
Target sequence (Q9UGL1 whole entry, looked up): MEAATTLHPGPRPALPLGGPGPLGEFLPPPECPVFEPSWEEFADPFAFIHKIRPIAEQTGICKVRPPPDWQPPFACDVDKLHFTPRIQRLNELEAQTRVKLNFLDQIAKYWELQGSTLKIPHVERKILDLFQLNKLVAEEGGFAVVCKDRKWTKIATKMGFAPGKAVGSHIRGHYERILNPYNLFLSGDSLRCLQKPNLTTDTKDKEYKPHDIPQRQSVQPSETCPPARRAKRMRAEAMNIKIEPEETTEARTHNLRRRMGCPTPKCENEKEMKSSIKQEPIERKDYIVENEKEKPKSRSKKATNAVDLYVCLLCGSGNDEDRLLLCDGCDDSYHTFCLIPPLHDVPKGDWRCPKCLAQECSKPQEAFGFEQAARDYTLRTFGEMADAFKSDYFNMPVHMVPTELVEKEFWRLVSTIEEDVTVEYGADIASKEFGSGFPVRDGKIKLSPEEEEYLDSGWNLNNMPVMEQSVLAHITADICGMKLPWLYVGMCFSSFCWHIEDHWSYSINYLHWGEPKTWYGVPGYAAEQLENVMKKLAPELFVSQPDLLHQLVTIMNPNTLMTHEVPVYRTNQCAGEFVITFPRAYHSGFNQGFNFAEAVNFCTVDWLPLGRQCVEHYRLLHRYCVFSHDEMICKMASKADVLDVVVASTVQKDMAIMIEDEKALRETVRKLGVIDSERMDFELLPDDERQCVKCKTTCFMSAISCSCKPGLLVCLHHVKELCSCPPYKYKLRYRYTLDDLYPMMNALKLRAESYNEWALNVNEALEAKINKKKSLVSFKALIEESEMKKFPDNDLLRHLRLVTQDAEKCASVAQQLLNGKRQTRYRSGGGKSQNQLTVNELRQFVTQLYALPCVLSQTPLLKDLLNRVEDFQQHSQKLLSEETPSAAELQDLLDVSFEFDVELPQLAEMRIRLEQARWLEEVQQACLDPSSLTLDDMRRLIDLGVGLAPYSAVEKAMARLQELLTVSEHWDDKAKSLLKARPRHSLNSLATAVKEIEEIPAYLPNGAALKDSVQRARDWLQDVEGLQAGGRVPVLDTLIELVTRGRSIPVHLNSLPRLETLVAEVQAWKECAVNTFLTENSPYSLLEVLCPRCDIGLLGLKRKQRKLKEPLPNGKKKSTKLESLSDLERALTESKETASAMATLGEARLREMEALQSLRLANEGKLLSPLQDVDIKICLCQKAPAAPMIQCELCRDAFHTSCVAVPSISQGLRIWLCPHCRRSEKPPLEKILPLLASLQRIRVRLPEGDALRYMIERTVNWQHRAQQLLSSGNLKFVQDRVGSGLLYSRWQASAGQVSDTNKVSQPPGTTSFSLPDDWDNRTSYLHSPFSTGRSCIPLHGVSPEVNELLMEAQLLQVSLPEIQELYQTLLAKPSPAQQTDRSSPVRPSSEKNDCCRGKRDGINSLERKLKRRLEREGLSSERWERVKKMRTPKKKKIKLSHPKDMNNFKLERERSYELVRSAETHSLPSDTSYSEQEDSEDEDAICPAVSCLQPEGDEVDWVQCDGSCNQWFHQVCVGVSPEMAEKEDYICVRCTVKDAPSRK
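Here, H3K4me3 peptide (12.5 µM in substrate mix) is demethylated by KDM5BΔAP, 200 nM final, after 10 min compound exposure. Formaldehyde product is coupled through FDH (0.25 U/mL in mix) to NADH fluorescence; 30-min ΔRFU feeds dose-response curves.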
Active calls of the source: *; i = inactive; u = inconclusive; & = joins results of further samples; [ ] = dose if it differs, or a comment. Potency is the fitted concentration of half-maximal effect. An excerpt (hit frequency here may not be typical).

#	Structure	KDM5B inh
1	COCCCNC(=O)C(NC(=O)c1ccc(OC)cc1)C1CCN(C(=O)c2cccc(OC)c2)CC1 (configuration not stated)	-6.8%
2	Cc1cccc(CCNC(=O)c2sc3nc4n(c(=O)c3c2C)CCCC4)c1	-4.5%
3	CCc1ccc(C2=CC(c3cccc(OC)c3OC)n3c(nc4ccccc43)N2)cc1 (configuration not stated)	u
4	Cc1cc(C)cc(NC(=O)CC2CC3CCC2C3)c1 (configuration not stated)	4.4%
5	CNC(=O)NC(=O)Cn1c(=O)c2c(ncn2CCC(C)C)n(Cc2ccccc2)c1=O	-6.4%
6	O=C(NCc1ccc(F)cc1)c1ccc[n+]([O-])c1	-4.0%
7	Cc1cccc(NC(=O)C2CCCN(S(=O)(=O)c3cccc4nonc34)C2)c1 (configuration not stated)	-14.8%
8	COc1ccc(CNC(=O)c2ccc3c(c2)N(Cc2ccccc2)CCS3)cc1	u
9	COCCNc1cc(-c2ccc(F)cc2)nc2c(C)noc12	6.7%[86.2 µM]
10	CCC(CC)C(=O)Nc1sc2c(c1C#N)CCC(C)C2 (configuration not stated)	26.0%

The list goes on:
#	Structure	KDM5B inh
11	COc1ccc(CCN2CN=C(NS(=O)(=O)c3ccc(F)cc3)NC2)cc1	11.0%
12	CCCn1c(=O)n(-c2ccccc2Cl)c(=O)c2sc3ccccc3c21	-9.3%
13	O=C(c1ccc(C(F)(F)F)cc1)N1CCC(c2nn(Cc3ccccc3)c(=O)[nH]2)CC1	-10.4%
14	CNC(=O)c1cc[nH]c1C1CCCN(C(=O)C2CC=CCC2)C1 (configuration not stated)	0.9%
15	COc1cc(C)cc2oc(=O)c(CC(=O)Nc3ccc4c(c3)OCO4)c(C)c12	u
16	CCC(C)C1=NS(=O)(=O)c2cc(NC(=O)C(C)C)ccc2N1c1ccccc1 (configuration not stated)	8.7%
17	COc1cc(NC(=O)[C@H]2CCC[C@H]2NC(=O)c2cnc(C)cn2)cc(OC)c1OC	-1.1%
18	Nc1cccc(C(=O)O)c1[N+](=O)[O-]	16.1%
19	Cc1noc([C@@H]2CN(C(=O)c3ccc4cc[nH]c4c3)C[C@H]2CO)n1	25.1µM*
20	Cc1cnc(C(=O)NC2C[C@H]3CC[C@@H](C2)N3S(=O)(=O)c2ccccc2)cn1 (some centres not stated)	-20.3%

(cont.)
#	Structure	KDM5B inh
21	O=C(c1ccoc1)N(Cc1cccs1)C1CC1	21.4%
22	CCc1cccc(C)c1Nc1c(-c2cccc(O)c2)nc2sccn12	u
23	O=C(NCCc1nnc2ccc(NCc3ccccc3Cl)nn12)c1ccccc1	-8.8%
24	COc1ccc(NC(=O)Cc2c(C)c3ccc(OC)cc3oc2=O)cc1	10.4%
25	CN(c1ccccc1)c1ccc2nnc(-c3cc(C(=O)N4CC(O)C4)ccn3)n2n1	-23.6%[86.2 µM]
26	COc1ccc(C(=O)CN2CCN(S(=O)(=O)c3ccc(C(C)C)cc3)CC2)cc1	u
27	CC1=C[C@@H](CN)[C@H](C(C)C)C[C@H]1Cc1nc2ccc(Cl)cc2[nH]1	-14.9%[86.2 µM]
28	Cc1ccc(Nc2c(-c3ccccc3O)nc3ncccn23)cc1	-6.4%
29	Cc1cc(C)c2sc(N(Cc3cccnc3)C(=O)CCS(=O)(=O)c3ccccc3)nc2c1	-22.9%
30	Cc1ccsc1/C=C1\Oc2cc(OC(=O)c3ccco3)ccc2C1=O	17.5%

More structures:
#	Structure	KDM5B inh
31	O=C(COc1ccc(Br)cc1CNC1CCCCC1)NCCc1ccccc1	7.3%
32	CC(=O)c1ccc(NC(=O)C(C)OC(=O)C2=CN3CCS(=O)(=O)N=C3C=C2)cc1 (configuration not stated)	142.6%[activator]
33	Cc1nc2c(c(=O)[nH]1)C(c1ccc(OCc3cccc(Cl)c3)cc1)CC(=O)N2 (configuration not stated)	1.8%
34	Cc1ccc2c(Sc3ccccc3)c(C(=O)NCc3ccccc3F)[nH]c2c1	-3.1%
35	Cn1cc(-c2cc3n(n2)CCC(=O)N3CCCC(=O)NCc2ccc(Cl)cc2)c2ccccc21	-5.4%
36	FC(F)(F)c1cccc(N/N=C/c2ccc(Br)cc2)c1	u
37	COc1ccc(S(=O)(=O)N2CCN(CCNC(=O)COc3ccc(C(C)C)cc3)CC2)cc1	-0.7%
38	Cc1ccc(NS(=O)(=O)c2ccc3oc(=O)ccc3c2)c(C)c1	10.6%
39	CCC(=O)N1CCc2cc(Br)cc(S(=O)(=O)CCC(=O)Nc3ccc(Cl)cc3)c21	7.0%
40	COc1cccc(C(=O)Nc2nc(-c3ccc(Br)cc3)ns2)c1	-13.5%

Continuation:
#	Structure	KDM5B inh
41	Cc1cc(Cl)ccc1NC(=O)CCn1nc(C)c2c(C)n(-c3ccccc3)nc2c1=O	-11.3%
42	CC1=C[C@@H](CN2CCN(c3ccccn3)CC2)[C@H](C(C)C)C[C@H]1Cc1nnc(C)o1	u
43	O=Cc1ccc(OCc2ccc(Cl)cc2)c(Br)c1	-13.7%
44	COc1ccccc1COCC(O)CN(CC(O)COCc1ccccc1OC)C12CC3CC(CC(C3)C1)C2 (configuration not stated)	-24.8%
45	Cn1c(SCc2cc(=O)[nH]c(C(C)(C)C)n2)nnc1C(F)(F)F	-7.5%
46	CC(=O)c1c(C)[nH]c(C(=O)OC(C)C(=O)Nc2ccc(Cl)cn2)c1C (configuration not stated)	-5.1%
47	CN(Cc1ccccc1)Cc1cn(C[C@H]2O[C@@H](CC(=O)N(C)Cc3ccccc3)[C@H](O)[C@@H]2O)nn1	-19.5%
48	Cc1ncc(-c2ccc(S(=O)(=O)Nc3ccccc3C)cc2)o1	-0.9%
49	O=C(Nc1ccc(C(F)(F)F)cc1)C1CCCN(S(=O)(=O)c2cccc3cccnc23)C1 (configuration not stated)	10.4%
50	COC(=O)Cn1c(=O)c2c3c(sc2n(Cc2ccc(F)cc2)c1=O)COC(C)(C)C3	7.2%

Next entries.
#	Structure	KDM5B inh
51	Cc1ccc(C)c(NC(=O)CN(C)C(=O)c2ccc3c(=O)n4c(nc3c2)CCC4)c1	10.9%
52	N#CC1CCN(C(=O)c2nc(-c3cc(Cl)cc(Cl)c3)c3ccccn23)CC1	i
53	O=C1CCN(C(=O)c2ccsc2)CCCCCCN1	33.5%[activator]
54	CN(C)C(=O)C1CN(C(=O)NC2CCCCC2)CC12CCOCC2 (configuration not stated)	u
55	CC(OC(=O)Cn1[nH]c(=O)c2ccccc2c1=O)C(=O)Nc1cccc(Cl)c1 (configuration not stated)	3.8%
56	COC(=O)[C@@H]1Cc2ncn(C)c2CN1S(=O)(=O)c1cccs1	u
57	Cc1ccc(C(=O)C(C)OC(=O)C23CC4CC(CC(C4)C2)C3)cc1 (configuration not stated)	19.5%
58	CC(C)=CC(=O)CC(O)(c1ccccc1)c1ccccc1	9.0%
59	O=C(CCCc1ccccc1)N1CCC2(CC1)CN(c1ccncn1)CC2CO (configuration not stated)	-17.0%
60	COCC1CN(Cc2c(C)n[nH]c2C)CC12CCNCC2 (configuration not stated)	204.4%[activator]

Entries from the list above that contain a thiophene ring, fused or not:
#	Structure	KDM5B inh
2	Cc1cccc(CCNC(=O)c2sc3nc4n(c(=O)c3c2C)CCCC4)c1	-4.5%
10	CCC(CC)C(=O)Nc1sc2c(c1C#N)CCC(C)C2 (configuration not stated)	26.0%
12	CCCn1c(=O)n(-c2ccccc2Cl)c(=O)c2sc3ccccc3c21	-9.3%
21	O=C(c1ccoc1)N(Cc1cccs1)C1CC1	21.4%
30	Cc1ccsc1/C=C1\Oc2cc(OC(=O)c3ccco3)ccc2C1=O	17.5%
50	COC(=O)Cn1c(=O)c2c3c(sc2n(Cc2ccc(F)cc2)c1=O)COC(C)(C)C3	7.2%
53	O=C1CCN(C(=O)c2ccsc2)CCCCCCN1	33.5%[activator]
56	COC(=O)[C@@H]1Cc2ncn(C)c2CN1S(=O)(=O)c1cccs1	u

(continued)
#	Structure	KDM5B inh
61	COC(=O)CC(NC(=O)Cc1ccc(OC)cc1OC)c1cccs1 (configuration not stated)	7.0%
62	C(#CCN1CCCCC1)COC(c1ccccc1)c1ccccc1	22.4%
63	Cc1ccc(-c2nc3ccccc3c(C(=O)O)c2C)cc1	8.9%
64	Cc1ccc(S(=O)(=O)c2cnc(SC(C)C(=O)Nc3ccccc3)[nH]c2=O)cc1 (configuration not stated)	0.3%
65	Cc1sc(-c2ccccc2)nc1-c1ccccc1	-19.2%
66	Cc1nc(SCC(=O)c2cc(C)n(C3CC3)c2C)c2ccccc2n1	18.1%
67	O=C(O)CCn1ncc2cc(OC3CCN(C(=O)OC4CCCC4)CC3)ccc21	-2.0%[86.2 µM]
68	COc1ccc(NC(=O)/C(=C/c2cccs2)NC(=O)c2ccco2)cc1	12.7%
69	CCOc1ccc(NC(=O)c2cnn(-c3ccc(C)c(Cl)c3)c2C2CCNCC2)cc1	2.3%
70	Cc1ccc(/C=C2\Cc3ccccc3C2=O)cc1	-5.4%

More records:
#	Structure	KDM5B inh
71	Cc1ccc(NC(=O)C2CCCN(c3nnc(C)c4c(C)n(-c5ccccc5)nc34)C2)c(Cl)c1 (configuration not stated)	u
72	CCCCn1c(=O)[nH]c(=O)c2c1nc(-c1ccncc1)n2C1CCCC1	1.7%
73	FC(F)(F)c1cnc(SCc2cn3ccsc3n2)c(Cl)c1	11.1%
74	Cc1ccccc1Cn1c(=O)n(-c2ccc(Cl)cc2)c(=O)c2c3c(sc21)CCCC3	-6.2%
75	CSc1ccc(CCNC(=O)c2ccc3c(c2)nc2n3CCOC2)cc1	-11.8%
76	Cc1c(C)n(Cc2ccc(F)cc2)c2ccc(C(=O)NCc3ccco3)cc12	u
77	O=C(COc1ccc(F)cc1)Nc1cccc(OCc2cc(=O)n3ccccc3n2)c1	-12.3%
78	COc1ccccc1-c1cn2c(n1)CO[C@@H](CNC(=O)COc1ccccc1)C2	-26.0%[86.2 µM]
79	CN1CC(=O)N(C2CCCNCC2)Cc2c1ncnc2N1CCC(N2CCCCC2)CC1 (configuration not stated)	u
80	Cc1cc(C)c(CNC(=O)c2cc(-c3cnn(C)c3)cc3c2OCCN3C(C)C)c(=O)[nH]1	28.2µM*

Continued:
#	Structure	KDM5B inh
81	Cc1nc2ccc(S(=O)(=O)N(CC(=O)Nc3cccc(F)c3)Cc3ccccc3)cc2s1	-14.7%
82	CCOC(=O)c1[nH]c2ccccc2c1NC(=O)c1ccc(OC(C)C)cc1	u
83	Cc1ccc(-c2cc(C(=O)NC(C)C3CC3)c3ccccc3n2)o1 (configuration not stated)	u
84	CCc1nn(-c2ccccc2)c(Oc2ccccc2F)c1CCC(=O)NCCOC	-10.0%
85	CCn1ccc2cc(S(=O)(=O)N3CCC(C(=O)NCCc4ccccc4)CC3)ccc21	-6.4%
86	CCCc1nc2oc3c(NCC(C)O)ncnc3c2c2c1CCCC2 (configuration not stated)	u
87	Cc1cccc(O[C@H]2COCCN(c3nc4ccccc4s3)C2)n1	u
88	Cc1noc(-c2ccc(OC3CN(C(=O)NCC(C)C)C3)cc2)n1	-15.8%
89	CC(=O)Nc1ccc2oc(-c3cc(C)cc(C)c3)nc2c1	u
90	CNC(=O)[C@@H]1CN(C(=O)c2c(C)noc2C)C[C@H]1COC	-1.9%

Next section:
#	Structure	KDM5B inh
91	Cc1cc(NC(=O)Cc2ccsc2)ccc1Br	30.2%
92	Cc1nn(CC(O)COc2ccc(Oc3ccccc3)cc2)c(=O)c2ccccc12 (configuration not stated)	-11.8%
93	N#Cc1cccc(NC(=O)Cn2nc(Cc3ccncc3)c3ccccc3c2=O)c1	u
94	C/C(Cc1ccccc1)=N\NC(=O)C(C)C	10.8%
95	O=[N+]([O-])c1cc(-c2nc(-c3ccccc3)no2)ccc1NC1CCCCC1	0.5%
96	COc1cccc(C2CC(=O)Nc3c2c(=O)[nH]c2ncnn32)c1OC (configuration not stated)	-20.2%
97	CCN(CC)CCNC(=O)c1sc2ncccc2c1-n1cccc1	-10.5%
98	NC1CCC(n2cc(C(=O)N3CCNCC(O)C3)nn2)CC1 (configuration not stated)	56.8%[activator]
99	O=C(Nc1ccc2oc(C3CC3)nc2c1)c1ccc[nH]c1=O	-10.5%
100	COc1ccc(Nc2cnc3ccc(-c4ccc(OC)c(OC)c4)nn23)cc1	-1.4%[86.2 µM]

New compounds follow.
#	Structure	KDM5B inh
101	CC(C)NC(=O)C1CCc2nnc(-c3ccc(Cl)nc3)n21 (configuration not stated)	19.3%[149 µM]
102	CCOc1ccccc1N1CCN(CC(=O)Nc2c(C)cc(C)cc2Cl)CC1	12.9%
103	COC(=O)C1=C(C)Nc2nc3ccccc3n2C1c1cc(OC)c(O)c(OC)c1 (configuration not stated)	-13.6%
104	COC(=O)c1cc(-c2ccc(Cl)cc2)on1	-21.0%
105	COCCNC(=O)c1ccc(OC2CCN(CC3CCOC3)CC2)c(Cl)c1 (configuration not stated)	7.5%
106	CS(=O)(=O)CCNC(=O)C1CCCN(C2CCN(Cc3cccnc3)CC2)C1 (configuration not stated)	27.8%
107	CCCCCCCCCc1ccc(C(=O)O)cc1	24.5%
108	CCOc1ccc(NS(=O)(=O)c2ccc(C(=O)N(C)C)s2)cc1	-0.1%
109	O=C(O)c1ccc(C(=O)O)s1	-9.8%
110	COC(=O)c1c(NC(=O)/C=C/c2ccc(OC)c(OC)c2)sc2c1CCC2	u

Continued.
#	Structure	KDM5B inh
111	COc1ccccc1/C=N/Nc1cc(C)nc(N2CCOCC2)n1	-2.2%
112	O=C(Nc1nn[nH]n1)c1ccc(Cl)c(S(=O)(=O)N2CCOCC2)c1	0.2%
113	Cn1nc(C(=O)N2CCN(C(c3ccccc3)c3ccccc3)CC2)c2ccccc2c1=O	11.5%&-10.3%
114	CCCCn1c(=O)[nH]c(=O)c2c1nc(CSc1nnnn1-c1ccc(C)cc1C)n2CCC	1.6%
115	Nc1nccnc1C(=O)NCCc1c[nH]c2ccccc12	34.8%[activator]
116	Cc1noc(C)c1CC(=O)N1CCCC(Cc2nc(C3CCOCC3)no2)C1 (configuration not stated)	-10.9%

Screening results (PubChem)
